Assay outcomes: PubChem BioAssay, National Center for Advancing Translational Sciences (NCATS)
Glioma ERSR ind: induces the endoplasmic reticulum stress response in human glioma cells; 420,000 tested, 0.02% active; U87-MG GRP78 promoter luciferase reporter, 16 h; Potency, µM, for inactives: at the highest dose activation, most hits filed as activators; AID 602332; also: potency is read from the fitted curve at half-maximal effect; series mostly up to about 76 µM; % of control where 0% means no effect; nearly all actives have a fitted effect of over 35% in size
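Stably transfected U87-MG human glioma cells carrying a GRP78-based luminescent sensor were seeded at 1000 cells/well, pin-dosed with compounds and incubated 16 h. Luciferase reagent was then added, and end-point luminescence was read after 10 min at room temperature.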
D2 agonist: activates the human D2 dopamine receptor; P14416; HEK293 T-REx D2 cells, calcium flux agonist mode; activation, % at 2 µM; 340,000 tested, 0.53% active;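 active = activation over 3 SD above normal in the single-dose calcium agonist read, cut at about 30% in these data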; also: 0% is about no effect
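In this primary screen, compounds producing a positive calcium signal within 180 s of addition to tetracycline-induced, force-coupled HEK293 Trex D2 cells are flagged; cells are dye-loaded with a no-wash calcium kit beforehand.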
D2 antag: antagonists of human D2 dopamine receptor. P14416. inhibition, % at 10 µM. 340,000 tested, 2% active. HEK293 TREx D2 cells, calcium flux, dopamine EC80; in the data active = inhibition above about 30%; also: 0% is about no effect
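In this primary screen, negative modulation is detected by tracking calcium flux after an EC80 dopamine challenge in inducible HEK293 T-REx D2 cells preexposed to test compound for 180 s.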
Vif-A3F inh: blocks the Vif interaction with APOBEC3F | HeLa A3F-eYFP + Vif (tagged APOBEC3F with the HIV-1 protein that degrades it), YFP fluorescence increase | Potency, µM (top dose mostly 46.1 µM), for the others: at the top dose activity, negative = active | 390,000 tested, 0.2% active | AID 602313; also: potency is read from the fitted curve at half-maximal effect; % of control where 0% means no effect; nearly all actives have a fitted effect of over 65% in size
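HeLa cells stably expressing Vif plus C-terminally eYFP-tagged A3F were seeded, incubated overnight at 37 deg C, dosed with compound, incubated overnight again at 37 deg C. Yellow fluorescence (Ex 488/Em 500-530) reported blocked Vif-mediated A3F-eYFP degradation.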
Vif-A3G inh: inhibitors of Vif-APOBEC3G interaction; Potency, µM (series often up to 46.1 µM), without a hit: at the highest dose activity, negative = active, hits mostly inhibitors; Q9HC16; HeLa A3G-eYFP + Vif (tagged APOBEC3G with the HIV-1 protein that degrades it), YFP fluorescence, overnight; 410,000 tested, 0.076% active;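 also: potency is read from the fitted curve at half-maximal effect; % is scaled to controls: 0 for no effect and ±100 for the full control effect; nearly all actives have a fitted effect of over 60% in size; hits raise eYFP signal because A3G escapes Vif-driven loss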
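Read-out is eYFP fluorescence (Ex 488/Em 500-530) from Vif-expressing HeLa A3G-eYFP cells; more signal means A3G escaped Vif-mediated degradation. Cells plated overnight, compound pinned in, incubated overnight at 37 deg C.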
ERG Ets-DNA blk: ERG Ets/DNA interaction inhibition | P11308 | fluorescence polarization, His-ERG Ets domain / labelled DNA | Potency, µM (series often up to 76.9 µM), for the others: at the highest dose FP activity, negative = inhibition, actives largely listed as inhibitors | 370,000 tested, 0.028% active | AID 624246; active = well fitted inhibition curve with a large enough effect in the polarisation, with a control signal flat; inconclusive = small, poorly fitted or top-dose-only effect, or effect the other way, or a change in a side signal; inactive = no such curve, though single readings can be large or run the other way; the % refers to the polarisation;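 also: polarization taken with two DNA probes labelled with fluorescein and Texas red; potency is read from the fitted curve at half-maximal effect; % of control where 0% means no effect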
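His-tagged ERG Ets domain (1 uM in the protein solution; 300mM KCl, 50mM Tris-HCl, 1mM EDTA, 1mM DTT, pH 7.5) received compound, then a probe mix of 5 nM fluorescein-DNA and 100nM Texas-615-DNA. Fluorescence polarization was read for both dyes.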
RGS4 inh: inhibitors of human regulator of G protein signaling 4; Transcreener GDP fluorescence polarization, RGS4-accelerated GTP hydrolysis; Potency, µM (highest dose often 114 µM), inactives show at the highest dose activity change, negative = inhibition, actives largely listed as inhibitors; 390,000 tested, 0.039% active; AID 504845; also: potency is read from the fitted curve at half-maximal effect; % is scaled to controls: 0 for no effect and ±100 for the full control effect; nearly all actives have a fitted effect of over 75% in size; some results filed as inactive show a strong effect at the top dose
Target sequence (P49798 whole entry, looked up): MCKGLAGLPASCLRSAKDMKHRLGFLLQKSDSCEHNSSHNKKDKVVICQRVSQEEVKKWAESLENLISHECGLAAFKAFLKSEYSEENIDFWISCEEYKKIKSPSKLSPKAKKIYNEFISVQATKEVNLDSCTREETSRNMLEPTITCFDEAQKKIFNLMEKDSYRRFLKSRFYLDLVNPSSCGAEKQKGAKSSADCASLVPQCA
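MLSMR compounds (23 nl, pin-transferred) preincubated 10 min at room temperature with a 500nM (2x) first reagent, then RGS4 at 900nM (2x) plus Transcreener GDP mix added; fluorescence polarization (620/688 nm) read before and after 90 min at 30 °C.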
LDHA block: blocks human lactate dehydrogenase A | 480,000 tested, 0.15% active | P00338 | AID 1347041 | activity change, % (values are at about 110 or 230 µM) | purified LDHA, NADH/diaphorase-resazurin fluorescence; stronger effect = lower value; in the data active = activity change below about -30%; inconclusive = mostly about -25% to -30%;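 also: plate controls were DMSO wells for no effect and wells without enzyme for full effect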
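Human LDH5 (2 nM) was incubated with 0.06 mM NADH and 0.2 mM pyruvate for 5 min at room temperature in Tris pH 7.4. Remaining NADH was coupled through diaphorase/resazurin, and resorufin fluorescence was read at 0 and 20 min.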
ALOX12 inh: inhibitors of human 12S-lipoxygenase ALOX12 | purified 12hLO, xylenol orange hydroperoxide absorbance | Potency, µM (series often up to 108 µM), for the others: at the highest dose activity change, negative = inhibition, usual class: inhibitors | 580,000 tested, 1.1% active | AID 1671190; also: potency is read from the fitted curve at half-maximal effect; % is scaled to controls: 0 for no effect and ±100 for the full control effect
Target sequence (P18054 whole entry, looked up): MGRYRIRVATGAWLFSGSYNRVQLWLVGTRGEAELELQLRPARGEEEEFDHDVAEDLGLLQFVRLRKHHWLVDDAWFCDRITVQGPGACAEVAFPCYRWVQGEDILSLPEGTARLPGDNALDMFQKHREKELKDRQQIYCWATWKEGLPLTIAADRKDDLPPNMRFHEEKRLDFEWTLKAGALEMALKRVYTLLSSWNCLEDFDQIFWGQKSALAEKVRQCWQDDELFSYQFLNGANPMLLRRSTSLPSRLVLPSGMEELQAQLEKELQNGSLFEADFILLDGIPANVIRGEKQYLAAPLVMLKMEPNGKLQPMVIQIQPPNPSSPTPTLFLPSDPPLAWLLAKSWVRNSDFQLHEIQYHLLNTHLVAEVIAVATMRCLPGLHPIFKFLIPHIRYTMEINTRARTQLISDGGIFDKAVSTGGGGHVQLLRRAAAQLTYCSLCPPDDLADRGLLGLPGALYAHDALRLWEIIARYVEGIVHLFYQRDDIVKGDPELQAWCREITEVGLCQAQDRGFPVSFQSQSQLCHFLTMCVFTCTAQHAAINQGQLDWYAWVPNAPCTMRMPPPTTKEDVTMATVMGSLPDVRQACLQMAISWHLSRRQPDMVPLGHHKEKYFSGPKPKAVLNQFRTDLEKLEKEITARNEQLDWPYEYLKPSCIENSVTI
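Hydroperoxide product was detected by ferrous iron/xylenol orange as the 573 to 405 nm absorbance ratio. Arachidonic acid at 40 uM (final) was turned over for 30 min at room temperature by 150 nM human 12hLO, pH 7.0 Hepes buffer, after 15 min compound preincubation.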
Active calls of the source: *; u = inconclusive; x = no result given; & = joins results of further samples; [ ] = dose if it differs, or a comment. Unless noted, calls follow the shape of the dose curve; as a rule, active = well fitted curve in the direction sought with a large enough effect; inconclusive = small, poorly fitted or top-dose-only effect, or another doubt; inactive = no such curve, though single readings can be large; an effect the other way counts as inactive or inconclusive.

Molecule | Glioma ERSR ind | D2 agonist | D2 antag | Vif-A3F inh | Vif-A3G inh | ERG Ets-DNA blk | RGS4 inh | LDHA block | ALOX12 inh
COc1ccc(NC(=O)C2C(c3ccccc3)C2(Cl)Cl)c(OC)c1 (configuration not stated) | 3% | 0.5 | -2 | -1% | 7% | 2% | 18% | -7 | u
Cc1nc(SCC(=O)c2ccc(Cl)s2)c2oc3ccccc3c2n1 | -1% | 0.2 | -1 | -7% | 2% | -3% | -25% | -4 | 0%
COc1ccc(-n2c(Cc3cccn3C)nnc2SCC(=O)Nc2ccccc2OC)cc1 | -4% | -1.5 | -5 | -4% | -1% | 20% | -12% | 2 | 465%[activator]
CCCNC(=O)C1CC(=O)N(c2ccc(OCC(=O)Nc3cc(C)cc(C)c3)cc2)C1 (configuration not stated) | 1% | 0.6 | 3 | 2% | 0% | 10% | -24% | -11 | 11%[57.4 µM]
Cc1ccccc1C(=O)Nc1nc2nc(-c3ccccc3)cc(=O)n2[nH]1 | -5% | -1.2 | x | 1% | -2% | 1% | 10% | -2 | 2%
CCOC(=O)C1=C(Nc2ccccc2)CC(C)(O)C(C(=O)OCC)C1c1ccccc1 (configuration not stated) | 2% | 0.7 | -1 | -8% | 0% | -5% | -2% | -1 | -29%
CCOc1ccc(NC(=O)C2CCN(c3nnnn3-c3ccccc3)CC2)cc1 | 0% | -0.1 | -19 | 2% | 0% | -4% | 10% | -10 | 0%
COc1cc(OC)cc(OCC(O)Cn2cnc3cc(C)c(C)cc32)c1 (configuration not stated) | -2% | -0.8 | -2 | -1% | 3% | -9% | -1% | 1 | 32%[activator]
O=C(c1cccs1)N1CCCc2cc(NS(=O)(=O)c3ccc(Br)cc3)ccc21 | -5% | 1.1 | x | -6% | -6% | -4% | 15% | -4 | 1%
Cc1ccc(C(=O)NCCNC(=O)COc2ccc(Cl)cc2)cn1 | -1% | 4.8 | -5 | -12% | -3% | -11% | 8% | -4 | -6%
O=C(Nc1ccc(S(=O)(=O)Nc2nccs2)cc1)c1ccc(F)c(S(=O)(=O)N2CCOCC2)c1 | -2% | 0.9 | -17 | -1% | 0% | 3% | -31% | 0 | -8%
COc1ccc(OC)c(S(=O)(=O)N/N=C(/C)c2c[nH]c3ccccc23)c1 | 0% | 2.0 | 2 | -2% | -7% | 7% | -5% | -2 | u
COc1ccccc1-n1cnnc1SCC(=O)N1CCOCC1 | -2% | 0.4 | 6 | 0% | -7% | 13% | 15% | -4 | -7%
Cn1c(SCC(=O)N2CC(=O)Nc3ccccc32)nc2ccccc2c1=O | -3% | 0.0 | 12 | -4% | -16% | -3% | 3% | -6 | -21%
Nc1nnnn1/N=C/c1cc(Cl)ccc1O | -1% | 0.0 | -17 | -5% | -6% | 9% | -17% | -8 | 19%

Sorted by formula weight (falling): some entries from above
Molecule | Glioma ERSR ind | D2 agonist | D2 antag | Vif-A3F inh | Vif-A3G inh | ERG Ets-DNA blk | RGS4 inh | LDHA block | ALOX12 inh
O=C(Nc1ccc(S(=O)(=O)Nc2nccs2)cc1)c1ccc(F)c(S(=O)(=O)N2CCOCC2)c1 | -2% | 0.9 | -17 | -1% | 0% | 3% | -31% | 0 | -8%
CCOC(=O)C1=C(Nc2ccccc2)CC(C)(O)C(C(=O)OCC)C1c1ccccc1 (configuration not stated) | 2% | 0.7 | -1 | -8% | 0% | -5% | -2% | -1 | -29%
Nc1nnnn1/N=C/c1cc(Cl)ccc1O | -1% | 0.0 | -17 | -5% | -6% | 9% | -17% | -8 | 19%

(further entries)
Molecule | Glioma ERSR ind | D2 agonist | D2 antag | Vif-A3F inh | Vif-A3G inh | ERG Ets-DNA blk | RGS4 inh | LDHA block | ALOX12 inh
COc1ccccc1CNC(=O)Cn1cccc1C(=O)c1ccccc1 | 3% | -1.1 | 3 | 5% | -5% | -5% | 1%[56.9 µM] | -5 | -5%
CC(C)Cc1nc(SCc2cccnc2)c2c(=O)n(C)c(=O)n(C)c2n1 | 2% | x | x | 2% | -3% | -2% | -8% | -5 | -4%
Cc1ccc(C(=O)N2CC(=O)Nc3ccccc32)o1 | -5% | 0.1 | 0 | 2% | 2% | 2% | -7% | 0 | -9%
COc1cccc(N2C(=O)c3cccnc3C2O)c1 (configuration not stated) | -5% | 1.0 | 0 | 14% | 1% | 11% | 7% | -1 | -12%
C1=C(c2cccc3ccccc23)N2CCN=C2S1 | -2% | 1.2 | -3 | 6% | 0% | -13% | -23% | -11 | 0%
COc1ccc(/C=C/c2nc(C#N)c(N3CCC(C(N)=O)CC3)o2)cc1OC | 0% | -0.2 | x | 10% | 1% | 2% | -8% | 2 | -19%
O=C(N/N=C/c1ccco1)C1CC1c1ccccc1 (configuration not stated) | -2% | 0.5 | -1 | -14% | -9% | 0% | -2% | -9 | -30%
CC(O)[C@H]1CNC(=O)C(=O)N1CCc1cccc(F)c1 (some centres not stated) | -4% | 0.2 | 11 | 0% | -22% | 55%[activator] | 6% | -7 | 5%
COc1ccc(NC(=O)c2cc(-c3ccccc3Cl)on2)cc1OC | 0% | x | x | -1% | -161% | 70%[activator] | -18% | -5 | 5%
CNS(=O)(=O)c1ccc(NCC2COc3ccccc3O2)c([N+](=O)[O-])c1 (configuration not stated) | 4% | 8.3 | -8 | -4% | -6% | 2% | -21% | 2 | u
CC(NC(=S)NCCCN1CCOCC1)C1CC2CCC1C2 (configuration not stated) | -3% | 5.9 | 3 | -8% | 0% | -2% | -4% | -5 | 3%
O=S(=O)(CCc1ccccc1)N1CCOCC1 | 2% | 0.3 | 11 | -1% | -1% | 3% | 11% | -4 | -12%
Cc1cccc(CNc2ccc(C(CC(N)=O)NC(=O)c3cccc(Br)c3)cc2[N+](=O)[O-])c1 (configuration not stated) | -2% | 0.3 | -3 | 1% | 0% | -10% | -11% | -5 | -3%
CCOC(=O)c1c(C)c(-c2ccccc2)n(CC(=O)NCc2cccc(OC)c2)c1C | -1% | 0.1 | x | -23% | -3% | -6% | -4% | 1 | -21%
Cn1c(N)c(C(=O)COC(=O)CCCc2c[nH]c3ccccc23)c(=O)n(C)c1=O | -4% | 1.9 | -7 | 0% | -1% | -4% | -28% | -3 | 1%

New compounds follow:
SMILES,Glioma ERSR ind,D2 agonist,D2 antag,Vif-A3F inh,Vif-A3G inh,ERG Ets-DNA blk,RGS4 inh,LDHA block,ALOX12 inh
CCCCCCN(CCCCCC)C(=O)Cc1c(-c2ccc(F)cc2)[nH]c2ccccc12,-2%&0%&-4%&-5%,-0.8,7,1%,-2%,-8%,-11%[56.9 µM],-8,-23%&8%&0%
COc1ccc(CN2C(CC(=O)Nc3cccnc3)c3ccc(C(F)(F)F)cc3S2(=O)=O)cc1 (configuration not stated),-2%,x,x,5%,2%,11%,-7%,2,0%
COc1ccc(NS(=O)(=O)c2ccc(OC)c(NC(=O)CCC3CCCC3)c2)cc1,-2%,-1.9,-21,10%,-4%,-1%,-2%,-5,-27%
Cc1cc(C)cc(NC(=O)CN2CCc3cc4c(cc3C2C)OCCCO4)c1 (configuration not stated),-6%,0.4,-5,2%,1%,0%,-7%,-6,0%
CCOC(=O)c1cc(-c2ccc(OC)cc2)nn1Cc1ccccc1,2%,-0.5,x,0%,0%,4%,13%,2,u
COC(C/C=C/C(=O)[C@@H](C)OCc1ccccc1)OC,-8%,x,x,2%,0%,-1%,-30%,2,-10%
COc1cc(CN2CCCC(CO)(Cc3ccccc3C)C2)cc2c1OCO2 (configuration not stated),-5%,0.1,3,3%,1%,2%,-11%,-2,-6%
O=C(C1CCCN(S(=O)(=O)c2ccc(F)cc2)C1)N1CCCCC1 (configuration not stated),-2%,-2.1,-16,14%,0%,-2%,1%,-1,-2%
O=c1[nH]c2sc3c(c2c(=O)n1Cc1ccccc1)CCC3,-1%,-1.9,-5,-6%,0%,-9%,-35%,-7,2%
Cn1c(=O)[nH]c(=O)c2c1nc(NCCCn1ccnc1)n2CCOc1ccccc1,5%,0.2,-15,-8%,0%,-1%,17%,-8,1%
c1ccc(-n2c(-c3ccncc3)nnc2-c2ccco2)cc1,3%,-1.3,-8,-7%,1%,-3%,23%,-13,0%
CC(C)N1CCC(=NNc2ccc([N+](=O)[O-])cc2S(=O)(=O)N2CCOCC2)CC1,-2%,1.1,-8,-1%,0%,3%,-5%,-10,89%[activator]
O=C(Cc1ccc2c(c1)OCCO2)N1CCN(S(=O)(=O)c2cccs2)CC1,-1%,-4.8,1,-1%,1%,1%,32%,-9,4%
Cc1ccc(C(C)C)c(OCCCN2CCc3ccccc3C2)c1,-2%,-0.3,30*,1%,-2%,-23%,-20%,2,u
C[C@H](CO)N1C[C@H](C)[C@@H](CN(C)C(=O)Nc2ccc3c(c2)OCO3)Oc2c(NC(=O)Nc3ccccc3)cccc2C1=O,4%,x,x,1%,-1%,5%,9%,10,-4%

Only part of the results is shown; count on the stated rates, not on these rows.
